Bioassay records from PubChem BioAssay.
DT40 TDP1 no CPT = qHTS for Inhibitors of human tyrosyl-DNA phosphodiesterase 1 (TDP1): qHTS in cells in absence of CPT. Potency, µM (highest dose often 46.2 µM), inactives show at the top dose activity change, negative = growth inhibition, usual class: inhibitors. DT40 Tdp1-/- hTDP1 cells, no CPT, ATP luminescence, 48 h. AID 686978, 2013. 15% of 420,000 active; also: nearly all actives have a fitted effect of over 55% in size
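Readout: luminescence from CellTiter-Glo after 30 min in the dark at RT. Cells: DT40 Tdp1-/- with stable hTDP1, 400/well. Exposure: compounds alone, ≥48 hr, 37 °C.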
DT40 TDP1 CPT = DT40-hTDP1 cell growth loss with CPT | 12% of 420,000 active | AID 686979 | Potency, µM (titrated, usually from 46.2 µM), for the others: at the top dose activity change, negative = growth inhibition, hits mostly inhibitors | chicken DT40 Tdp1-/-;hTDP1 cells + 20 nM CPT, ATP luminescence, 48 h; also: nearly all actives have a fitted effect of over 55% in size
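Chicken DT40 Tdp1-/- cells complemented with human TDP1, 400 cells/well, exposed to compounds plus 20 nM camptothecin for at least 48 h at 37 C; viability read as ATP content by CellTiter-Glo luminescence.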
GCN5L2 inh = blocks human GCN5L2 histone acetyltransferase | AID 504327 | Potency, µM (highest dose often 58.9 µM), inactives show at the top dose activity change, negative = inhibition, actives largely listed as inhibitors | 0.21% of 390,000 active | GCN5L2 HAT assay, ThioGlo1 CoA-SH fluorescence
Target sequence (Q92830 whole entry, looked up): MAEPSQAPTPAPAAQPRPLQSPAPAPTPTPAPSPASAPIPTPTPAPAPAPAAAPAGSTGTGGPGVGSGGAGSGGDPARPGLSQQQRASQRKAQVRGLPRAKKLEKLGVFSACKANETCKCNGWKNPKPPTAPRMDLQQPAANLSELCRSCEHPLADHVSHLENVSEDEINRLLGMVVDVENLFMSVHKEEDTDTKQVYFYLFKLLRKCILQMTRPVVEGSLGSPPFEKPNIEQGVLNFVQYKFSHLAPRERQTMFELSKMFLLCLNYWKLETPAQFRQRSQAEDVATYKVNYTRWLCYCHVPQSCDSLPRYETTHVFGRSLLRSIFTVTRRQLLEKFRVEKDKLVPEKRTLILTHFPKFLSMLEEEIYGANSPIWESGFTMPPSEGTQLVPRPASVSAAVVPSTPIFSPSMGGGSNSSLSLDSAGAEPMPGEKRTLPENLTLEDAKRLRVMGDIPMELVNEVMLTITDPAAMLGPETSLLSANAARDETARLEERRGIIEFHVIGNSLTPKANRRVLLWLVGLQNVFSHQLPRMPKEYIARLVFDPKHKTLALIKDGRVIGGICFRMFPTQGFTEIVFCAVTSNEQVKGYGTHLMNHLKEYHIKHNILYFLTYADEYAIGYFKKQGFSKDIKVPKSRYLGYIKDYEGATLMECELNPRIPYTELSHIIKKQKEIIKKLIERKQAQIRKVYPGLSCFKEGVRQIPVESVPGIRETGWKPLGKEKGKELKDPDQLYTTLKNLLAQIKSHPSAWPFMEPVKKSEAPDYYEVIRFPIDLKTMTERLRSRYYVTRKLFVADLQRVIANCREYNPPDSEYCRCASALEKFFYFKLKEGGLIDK
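Enzyme at 20nM final was mixed with library compounds for 15 min at room temperature. Peptide H3(1-25) at 75uM, acetyl-CoA at 70uM and ThioGlo1 at 50uM were then added. Plates were read immediately and after 20 min (Ex340nm/Em540nm).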
Active calls of the source: *; ? = inconclusive; / = not tested or not shown. Calls follow the shape of the dose curve; as a rule, active = well fitted curve in the direction sought with a large enough effect; inconclusive = small, poorly fitted or top-dose-only effect, or another doubt; inactive = no such curve, though single readings can be large; an effect the other way counts as inactive or inconclusive. % is scaled to controls: 0 for no effect and ±100 for the full control effect; potency is read from the fitted curve at half-maximal effect. Hits appear at their usual frequency; overall some 18% were active at least once.

mol,DT40 TDP1 no CPT,DT40 TDP1 CPT,GCN5L2 inh
Clc1ccc(-n2cnc3c(Cl)ncnc32)cc1Cl,6.51µM*,4.61µM*,/
Cc1ccc(CNC(=O)CS(=O)Cc2nc(-c3ccccc3Cl)oc2C)cc1 (stereo not given),-16.7%,-11.8%,-3.3%
CN(C)c1cnn(-c2ccccc2)c(=O)c1Cl,-6.5%,-23.4%,-3.3%
COc1cc(OC)c(C(=O)OCC(=O)Nc2ccc(S(=O)(=O)N3CCOCC3)cc2)cc1OC,?,-1.1%,4.9%
O=C(CN1C(=O)NC2(CCc3ccccc32)C1=O)Nc1ccc(Cl)cc1F (stereo not given),?,8.8%,/
Cc1nc(SCC(=O)N2CCN(C(=O)c3cccs3)CC2)c2c(C)c(C)sc2n1,16.4µM*,25.9µM*,-24.4%
COc1cc2cc(CN(CCc3ccccc3C)C(=S)NCCCN3CCOCC3)c(=O)[nH]c2cc1OC,?,?,-24.7%
COc1ccc(-n2cc(CNCCc3cscn3)c(-c3ccccc3Cl)n2)cc1,11.6µM*,16.4µM*,?
O=C(Nc1ccc2nc(-c3cccnc3)[nH]c2c1)c1ccccc1F,?,?,-5.2%
Nc1nn(-c2ccccc2)nc1C(=O)OCc1c(F)cccc1Cl,1.5%,0.0%,-8.9%
O=C(C(c1ccccc1)c1ccccc1)N1CCN(c2ccccn2)CC1,-11.6%,?,-8.5%
CN(Cc1cnn(-c2ccccc2)c1)C(=O)c1cccc(S(=O)(=O)Nc2ccccc2F)c1,?,-23.3%,/
O=C(O)/C=C\C(=O)Nc1ccc(N2CCN(c3ccc(Cl)cc3)CC2)cc1,-12.6%,29.3%,-4.1%
CCc1cccc(NC(=O)CN(C)S(=O)(=O)c2cccc3nsnc23)c1,?,?,-1.8%
CC(=O)N/C(=C\c1ccccc1)C(=O)Nc1ccc(O)cc1,-25.4%,1.1%,-0.8%
CC1=C(C(=O)OC2CCCCC2)C(c2ccc(C)o2)C2=C(CC(C)(C)CC2=O)N1 (stereo not given),?,18.4µM*,1.9%
Cc1cc(S(=O)(=O)N2CCOCC2)ccc1OCC(=O)NCc1ccccn1,1.6%,9.8%,-4.3%
O=C(Nc1ccc2c(c1)OCCO2)C1CCN(C(=O)c2ccc(F)cc2)CC1,?,?,-5.6%
O=C(NNC(=S)Nc1ccc(Cl)cc1Cl)C1CC1,-23.1%,-4.2%,-0.3%
CCN(Cc1ccccc1)Cc1nnnn1Cc1ccccc1,?,?,-1.7%
COc1ccc(N2CCN(C(=O)c3nc4nc(C)cc(C)n4n3)CC2)cc1,-9.2%,-11.7%,-7.8%
Nc1[nH]c(C(=O)c2ccccc2)c(-c2ccccc2C(F)(F)F)c1C(=O)NCc1ccc(F)cc1,-20.2%,0.5%,/
CCN1CCN(CC(O)COCc2ccccc2)CC1 (stereo not given),-27.5%,-8.7%,2.5%
Cc1ccc(NC(=O)C(c2ccc(Cl)cc2)N2CCOCC2)cc1 (stereo not given),-20.9%,?,-10.1%
O=C(O)C(Cc1ccccc1-c1ccccc1)C(=O)O,3.4%,11.6%,-3.9%
COCCNC(=O)Cn1cnc2c1c(=O)n(C)c(=O)n2C,-24.2%,12.2%,2.8%
CCC(O)CNc1nc(-n2nc(C)cc2C)nc2sc3c(c12)CC(C)(C)OC3 (stereo not given),10.3µM*,11.6µM*,-1.0%
COc1cc2nc(N3CCOCC3)nc(NC(C)C)c2cc1OC,?,?,/
CC(=O)C[C@@H]1OC[C@H](CO)N1S(=O)(=O)c1ccc(C)cc1,11.0%,-5.5%,/
CN(C)c1nc(F)c(F)c(S(=O)(=O)c2ccccc2)c1F,3.7%,4.8%,-2.6%
C[C@H](NC(=O)[C@H]1N2C(=O)c3ccccc3C2SC1(C)C)C(=O)N1CCC[C@H]1C(=O)O (stereo not given in full),1.2%,-2.0%,-10.4%
COc1cccc(NC(=O)CN(C)C(=O)c2cc(Cl)nc3ccccc23)c1,?,-8.6%,/
O=C1NC[C@H](Cc2ccc(O)cc2)N(C[C@@H]2CCCN2C[C@H](Cc2ccccc2)N2C[C@H](Cc3ccc(O)cc3)N(CC3CCCCC3)C(=O)C2=O)C1=O,?,?,/
CCOc1cc(C#N)c(NC(=O)c2ccc(OC)c(S(=O)(=O)N3CCCC3)c2)cc1OCC,?,?,-4.8%
CC1Sc2ccc(S(=O)(=O)CCC(=O)N3CCN(c4ccccc4)CC3)cc2NC1=O (stereo not given),-21.3%,?,-4.3%
CC1CCN(C(=O)C2CCCN2S(=O)(=O)c2ccc(Cl)cc2)CC1 (stereo not given),-22.1%,-11.9%,2.5%
COc1ccc(-c2ccc(CCC(=O)O)n2NC(=O)c2ccc(O)cc2)cc1,-16.5%,-14.2%,?
Cc1ccc2nc(C)cc(C(=O)OCC(=O)c3ccc(Cl)c([N+](=O)[O-])c3)c2c1,?,16.4µM*,-4.5%
CCOC(=O)c1cnc2c(C#N)c(C)nn2c1C,-25.3%,-23.4%,0.3%
O=C(NCc1ccc2c(c1)OCO2)c1nc(Cn2ccc([N+](=O)[O-])n2)no1,1.7%,10.9%,-2.0%
CC(C)(C)OC(=O)CNC(=O)c1[nH]cnc1C(=O)NCCCCCN,3.4%,-19.0%,-3.8%
Cc1cccc(OCCC(=O)NCC(c2ccccc2)N(C)C)c1 (stereo not given),-6.7%,-23.9%,-5.4%
Cc1ccccc1C(=O)Nc1ccccc1-c1nc(-c2ccccc2)no1,-5.7%,-1.3%,0.1%
COc1ccc(/C=C2\SC(=S)N(CCC(=O)Nc3cccc(C(=O)O)c3)C2=O)cc1OC,19.5%,-14.9%,-23.9%
CN(C)c1ccc(/C=C2\CCc3ccccc32)cc1,?,?,/

Full records as entered above:
`CCOC(=O)c1cnc2c(C#N)c(C)nn2c1C` as listed: DT40 TDP1 no CPT: -25.3%; DT40 TDP1 CPT: -23.4%; GCN5L2 inh: 0.3%
`COc1ccc(-c2ccc(CCC(=O)O)n2NC(=O)c2ccc(O)cc2)cc1` as listed: DT40 TDP1 no CPT: -16.5%; DT40 TDP1 CPT: -14.2%; GCN5L2 inh: ?

Following part:
mol,DT40 TDP1 no CPT,DT40 TDP1 CPT,GCN5L2 inh
Nc1nc(SCC(=O)NCc2ccco2)[nH]c(=O)c1-c1ccccc1,-7.8%,-7.0%,-3.5%
CCS(=O)(=O)N1CCN(Cc2ccc([N+](=O)[O-])cc2)CC1,?,?,0.5%
Cc1nc(-c2cccc(NC(=O)C(C)Oc3ccccc3)c2)cs1 (stereo not given),?,?,-4.2%
Cc1ccc(-n2ccc(=O)c(C(=O)O)n2)cc1,-7.0%,-16.1%,-4.0%
Cc1ccc(S(=O)(=O)N2CCOCC2)cc1C(=O)OCC(=O)NC1CC1,2.2%,1.5%,-0.2%
N#Cc1ccsc1NC(=O)C1CCN(C(=O)c2ccc(F)cc2)CC1,-1.8%,-15.9%,-0.5%
COc1ccc(C2(C(=O)NCCN3CCOCC3)CCOCC2)cc1,-1.2%,?,-5.2%
CSC1=C(C#N)C(c2ccccc2C)C(C#N)=C(N)N1 (stereo not given),?,-21.5%,-6.1%
Cc1ccc(CNc2nc(NCc3ccccc3)nc3ccsc23)c(C)c1,?,9.2µM*,/
CN(CC(=O)NCc1ccccc1)S(=O)(=O)c1ccc2[nH]c3c(c2c1)CCCC3,?,?,-12.6%
CCC(=O)NCCc1cc2ccc(C)c(C)c2[nH]c1=O,-12.9%,-19.7%,2.1%
O=c1cc(OCc2ccccc2)cc[nH]1,8.1%,2.1%,-2.6%
COc1ccc(CN(C(=O)c2snc(C(N)=O)c2N)C(C(=O)NC2CCCC2)c2cc(OC)ccc2OC)cc1 (stereo not given),?,-27.9%,-6.8%
Cc1nc(N)sc1C(=O)N/N=C/c1ccc([N+](=O)[O-])cc1,-14.1%,-7.8%,-8.0%
Cc1ccc(-c2nc(NCc3ccco3)c3ccccc3n2)cc1,?,?,1.1%
Cc1ccc(C(=O)N/C(=C/c2ccc(Cl)cc2)C(=O)N2CCOCC2)cc1,-23.0%,7.2%,-3.1%
Cc1cc(NC(=O)C(C)SCC(=O)OCc2c(Cl)cccc2Cl)no1 (stereo not given),-11.5%,-2.0%,-25.0%
C/C(=N\N=C(N)N)c1ccc(Cl)cc1Cl,16.4µM*,8.2µM*,-16.1%
COc1ccc(N2CCN(C(=O)COC(=O)c3ccc(C)o3)CC2)cc1,?,?,-1.8%
NC1=NC[C@H](Cc2ccc(O)cc2)N1CC1CCCCC1,14.6µM*,?,-4.8%
CCN(CC)c1ccc(NC(=O)c2cccnc2)c(C)c1,?,?,-6.2%
CCN(CC)C(=O)CSc1nnc(-c2ccccc2)c(-c2ccccc2)n1,?,1.2%,1.6%
Cn1nnc(NC(=S)NC(=O)c2cc(Cl)ccc2Cl)n1,11.9%,-6.9%,-2.1%
Fc1ccc(-c2nnc(CN3CCC(c4nc5ccccc5s4)CC3)o2)cc1,?,?,1.9%
CC(C)C[C@H]1CNC(=S)N1CC1CCCN1C[C@H](Cc1ccccc1)N1C[C@H](Cc2ccc(O)cc2)N(CC2CCCCCC2)C1=S (stereo not given in full),?,?,/
CCCCC1=NN(C(=O)c2cocc2C)C(O)(C(F)(F)F)C1 (stereo not given),?,?,-2.2%
O=C(c1ccc2ccccc2c1)C1CCCN(C(=O)c2cccnc2)C1 (stereo not given),14.6µM*,16.4µM*,-0.8%
O=C(OCc1ccccn1)c1ccc(COc2ccccc2Cl)o1,-19.4%,-9.9%,2.1%
CCOc1ccc(-c2cccc(NS(=O)(=O)c3c(C)cc(C)cc3C)c2)nn1,23.1µM*,?,-4.3%
CCCCN1CC(=O)N2[C@H]3c4cc(Br)ccc4OC[C@@H]3[C@H](C(=O)OCC)[C@]2(C)C1=O,?,?,-0.9%

Three entries already listed, arranged by count of non-hydrogen atoms, low to high:
mol,DT40 TDP1 no CPT,DT40 TDP1 CPT,GCN5L2 inh
NC1=NC[C@H](Cc2ccc(O)cc2)N1CC1CCCCC1,14.6µM*,?,-4.8%
Cc1ccc(C(=O)N/C(=C/c2ccc(Cl)cc2)C(=O)N2CCOCC2)cc1,-23.0%,7.2%,-3.1%
CCOc1ccc(-c2cccc(NS(=O)(=O)c3c(C)cc(C)cc3C)c2)nn1,23.1µM*,?,-4.3%

(listing goes on)
mol,DT40 TDP1 no CPT,DT40 TDP1 CPT,GCN5L2 inh
Cc1sc2ncnc(N3CCC(C)CC3)c2c1C,?,?,-3.7%
CCOC(=O)c1c(C)oc2nc(C)nc(NCCc3ccc(OCC)c(OCC)c3)c12,13µM*,?,-15.9%
Cc1ccc(S(=O)(=O)NCc2nc(-c3cccc(C)c3)no2)cc1,?,?,-10.4%
Cc1ccc2cc(CN(Cc3ccco3)C(=S)NCC3CCCO3)c(=O)[nH]c2c1C (stereo not given),25.9µM*,18.4µM*,-5.0%
Cc1nc2c(=O)[nH]n(C)c2nc1C,-10.8%,-1.3%,/
CC(NC(=O)c1ccccc1)c1nc2ccccc2n1Cc1ccc(Cl)cc1 (stereo not given),-26.0%,-19.7%,0.9%
O=C(CSc1nnc(CNC(=O)c2ccccc2)o1)NCc1ccc2c(c1)OCO2,-11.0%,-10.2%,-12.2%
CCOC(=O)/C=C/c1ccc2oc3ccccc3c(=O)c2c1,?,?,-3.9%
COc1ccccc1NC(=O)C1=C(C)Nc2nc(SCc3ccccc3C)nn2C1CC(C)C (stereo not given),20.6µM*,-72.9%,-11.7%
Cc1ccc(C)c(N(C(=O)c2csnn2)C(C(=O)NC2CCCC2)c2ccncc2)c1 (stereo not given),-7.2%,1.5%,0.8%
